# NR5A2 inv ag: LRH-1 (NR5A2) inverse agonists, primary screen, cell-based, luminescence, HEK293T, StAR-luciferase reporter; LRH-1 transfected, 24 h; inhibition, % at 3.6 µM; actives 0.13% (n = 360,000);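 active = inhibition above the mean inhibition of all tested compounds plus 3 SD, cut at about 73% in these data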;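 also: 0% = DMSO wells and 100% = reporter-only cells lacking LRH-1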
# NR2F2 inh: NR2F2 transcriptional activity inhibitors, primary screen, cell-based, luciferase reporter, HEK293T, luminescence; HEK293T NGFI-A luciferase reporter; actives 0.7% (n = 370,000); inhibition, % at 8.6 µM; COUP transcription factor 2 (Homo sapiens), P24468; AID 686940, 2013;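 active = inhibition above a per-plate cutoff, mean inhibition of test wells between control levels plus 3 SD, cut at about 38% in these data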;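 also: cells cotransfected with COUP-TFII expression vector driving the NGFI-A reporter; 0% = median of COUP-TF2 test wells and 100% = reporter-only cells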
# Target sequence (P24468 whole entry, looked up): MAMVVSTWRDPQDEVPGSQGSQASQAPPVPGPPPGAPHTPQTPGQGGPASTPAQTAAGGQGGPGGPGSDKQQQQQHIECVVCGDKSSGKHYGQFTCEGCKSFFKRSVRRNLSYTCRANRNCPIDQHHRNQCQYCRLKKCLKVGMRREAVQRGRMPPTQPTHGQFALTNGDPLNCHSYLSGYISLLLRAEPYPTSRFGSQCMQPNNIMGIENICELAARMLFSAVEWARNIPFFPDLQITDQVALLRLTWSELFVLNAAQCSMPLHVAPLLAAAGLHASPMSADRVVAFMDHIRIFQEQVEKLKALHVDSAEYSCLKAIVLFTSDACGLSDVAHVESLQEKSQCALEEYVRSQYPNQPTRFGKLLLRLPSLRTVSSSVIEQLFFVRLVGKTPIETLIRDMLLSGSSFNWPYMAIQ
# NCOA2 inhibitor: inhibition of GAL4-SRC2 driven luciferase reporter, primary screen, SRC2 inhibitor project, cell-based, luminescence; Nuclear receptor coactivator 2 (Homo sapiens), Q15596; HEK293 GAL4-SRC2 luciferase reporter; inhibition, % at 9 µM; actives 0.17% (n = 370,000); AID 651957, 2012;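 active = inhibition above the mean inhibition of all tested compounds plus 3 SD, set per campaign, cut at about 52% in these data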;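 also: 0% = DMSO treated cells and 100% = cells given Gossypol at 36 µM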
# EBV LMP1 NFkB: EBV LMP1-driven NF-kappaB luciferase reporter inhibitors, primary screen, cell-based, luminescence, single point; actives 0.69% (n = 350,000); AID 504558, 2011; inhibition, % at 12.5 µM; LMP1-induced NF-kappaB luciferase reporter cells; in the data active = inhibition above about 41%;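 also: 0% = neutral control wells and 100% = reference inhibitor control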
# SRC1 inh: SRC1 coactivator transcriptional activity inhibitors, primary screen, cell-based, luminescence; Nuclear receptor coactivator 1 (Homo sapiens), Q15788; HEK293 GAL4-SRC1 luciferase reporter; inhibition, % at 3.6 µM; actives 0.12% (n = 360,000);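 active = inhibition above the campaign mean plus 3 SD, with each screening campaign given its own cutoff, cut at about 60% in these data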;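 also: 0% = DMSO treated cells and 100% = gossypol at 36 µM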
# C8 TRAIL sens: viability loss with TRAIL in NB7+C8 cells, primary screen, TRAIL sensitizer project, cell-based, ATPlite luminescence; inhibition (viability loss, TRAIL sensitization), % at 10 µM; actives 1% (n = 360,000); AID 624354, 2012;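 active = compounds causing at least 50% loss of cell viability in the single-dose screen, relative to plate controls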
# SRC3 inh: SRC3 coactivator transcriptional activity inhibitors, primary screen, cell-based, luminescence; Nuclear receptor coactivator 3 (Homo sapiens), Q9Y6Q9; HEK293 GAL4-SRC3 luciferase reporter; inhibition, % at 3.6 µM; actives 0.17% (n = 360,000); AID 588352, 2011;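 active = inhibition above a per-campaign cutoff, the mean of all compounds plus 3 SD, cut at about 60% in these data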;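 also: 0% = DMSO-treated cells and 100% = gossypol-treated cells at 36 µM; higher means less SRC3-driven luciferase light from the GAL4 reporter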
# TLR9-MyD88 block: inhibitors of TLR9-MyD88 association in cells, primary screen, cell-based, CHO, BLA complementation, fluorescence; Toll-like receptor 9 (Homo sapiens) + Myeloid differentiation primary response protein …; CCF4 FRET ratio; inhibition, % at 4.98 µM; actives 0.21% (n = 340,000);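 active = inhibition above the mean over all tested compounds plus 3 SD, cut at about 21% in these data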;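 also: 0% = DMSO only wells and 100% = clavulanate BLA inhibitor control wells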
# TWEAK-Fn14 inh: inhibitors of TWEAK-Fn14 signaling, primary screen, luciferase reporter cells, uHTS; TWEAK-stimulated Fn14 reporter cells, luciferase luminescence, 8 h; inhibition, % at 10 µM; actives 2% (n = 360,000); AID 1159606, 2016; in the data active = inhibition above about 50%
# TROY NFkB inh: inhibitors of TROY-driven NF-kB signaling, primary screen, Q293 LMP1-TROYcd cells, NF-kB luciferase, uHTS; Q293 LMP1-TROYcd NF-kB luciferase reporter, 4 h; AID 1347056, 2019; actives 0.98% (n = 360,000); inhibition, % at 10 µM;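 active = compounds whose plate-normalised and pattern-corrected inhibition of the luciferase reporter signal at the single screening dose is 50% or more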
# NOD2 RIPK2 PPI: NOD2-RIPK2 binding disruptors in cells, primary screen, fluorescence, CHO cells, BLA complementation; AID 624267, 2012; Receptor-interacting serine/threonine-protein kinase 2 (Homo sapiens), O43353; CCF4 ratio; actives 0.38% (n = 360,000); inhibition, % at 4.98 µM; in the data active = inhibition above about 21%;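 also: 0% = vehicle only and 100% = reference blocker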
# Target sequence (O43353 whole entry, looked up): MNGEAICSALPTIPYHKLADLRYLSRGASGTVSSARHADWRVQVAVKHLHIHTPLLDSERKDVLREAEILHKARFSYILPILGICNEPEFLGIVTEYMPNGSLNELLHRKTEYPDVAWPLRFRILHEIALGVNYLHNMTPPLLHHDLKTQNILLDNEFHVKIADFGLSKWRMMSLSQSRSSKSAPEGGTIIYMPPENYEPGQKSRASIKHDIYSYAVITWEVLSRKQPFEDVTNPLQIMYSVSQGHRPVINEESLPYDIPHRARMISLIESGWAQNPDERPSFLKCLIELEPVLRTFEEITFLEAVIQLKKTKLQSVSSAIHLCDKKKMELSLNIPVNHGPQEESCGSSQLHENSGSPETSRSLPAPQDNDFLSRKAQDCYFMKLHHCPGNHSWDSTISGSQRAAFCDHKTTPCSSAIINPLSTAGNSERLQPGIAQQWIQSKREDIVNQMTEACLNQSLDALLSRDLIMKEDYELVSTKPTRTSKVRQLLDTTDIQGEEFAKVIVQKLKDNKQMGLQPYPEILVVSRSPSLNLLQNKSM
# * marks the source's active call; other numbers are inactive results; x = no result given. Only part of the results is shown; rates above refer to the full screens.
SMILES	TROY NFkB inh	SRC3 inh	C8 TRAIL sens	NCOA2 inhibitor	NR5A2 inv ag	EBV LMP1 NFkB	SRC1 inh	NR2F2 inh	TWEAK-Fn14 inh	TLR9-MyD88 block	NOD2 RIPK2 PPI
COc1ccc(OC(=O)CN2C(=O)C3C4CCC(C4)C3C2=O)cc1 (stereo unspecified)	-26	21	1	8	8	3	20	3	1	-1	-17
CCCCCCC(=O)Nc1nc(C)c(-c2csc(Nc3cc(Cl)ccc3OC)n2)s1	-26	10	4	5	-8	0	-17	13	-18	-16	-1
CCOC(=O)CNC(=O)c1sc(NC(=O)/C=C/c2ccccc2)nc1C	4	12	-1	-28	-18	-3	9	-16	-6	-5	-9
COC(=O)Cn1cnc2c(cnn2-c2ccc(C)cc2)c1=O	-29	-18	5	x	8	12	-38	x	-9	1	-8
CSc1nnc2n(C)c3c(c(=O)n12)C1(CCCC1)Cc1ccccc1-3	7	7	-9	-6	13	-3	-15	11	12	-10	-1
CC(C)Oc1ccc(S(=O)(=O)N2CCOCC2)cc1NC(=O)CC1CCCC1	-1	8	-2	-2	-8	10	-3	-5	14	11	9
CC1CN(C(=O)CCC(=O)NCCCc2ccccc2)c2ccccc2O1 (stereo unspecified)	0	13	17	7	-12	-5	-5	18	7	-3	7
O=C(CN1CCCCC1)Nc1cc(Cl)ccc1Cl	-17	-10	19	-9	3	-4	-1	12	-31	-3	-12
C=Cn1cc(CNC[C@H]2O[C@@H](n3ccc(N)nc3=O)[C@H](O)[C@@H]2O)c(C)n1	3	-13	-11	1	7	0	-12	-18	-11	6	-10
COc1ccc(OC)c(NC(=O)CCn2cccc2)c1	-1	-7	-1	6	-7	3	0	-1	0	3	-3
CN(Cc1ccccc1)C(=S)Nc1ccc(OC(F)F)cc1	13	-4	-9	9	33	-9	-12	-8	-2	8	-4
Cc1nnc(N2C(=O)C(=O)/C(=C(/O)c3ccc4c(c3)OCCO4)C2c2cccc([N+](=O)[O-])c2)s1 (stereo unspecified)	0	-3	1	-11	2	6	-7	14	1	7	0
S=C(Nc1ccccc1)N1CCOCC1	5	2	-6	-3	-6	7	7	0	-1	1	-7
O=C(Nc1ccc(OC(F)F)cc1)c1cc(S(=O)(=O)N2CCOCC2)ccc1F	-7	-10	10	-14	-27	2	-6	7	-10	-10	-9
CN(C)CCn1c(=N)n(CC(O)c2ccc(Cl)c(Cl)c2)c2ccccc21 (stereo unspecified)	0	24	1	-23	-7	-11	-2	8	-9	-1	4
CCCNC(=O)c1cc2c(c(-c3cccc(-c4cc5ccccc5o4)c3)n1)[C@@H](CCO)N(C(=O)NC(C)C)C2	16	x	8	20	-11	x	x	-8	17	x	11
O=C(NCc1ccccn1)c1ccc(NC(=O)c2ccco2)cc1	10	-6	-21	3	-14	-3	-4	-18	11	-4	1
CC1CCCCC1NC(=O)NC(=O)CCl (stereo unspecified)	-11	22	6	13	0	0	4	5	-3	-2	5
CCC(=O)Nc1nc(C)c(C(=O)NC2CCCCC2)s1	-5	12	-2	-13	-9	-12	11	-18	-7	-1	-4
CCCn1c(C)cc(/C=C(\C#N)C(=O)OCC(=O)Nc2ccc(OC)c(Cl)c2)c1C	24	5	-9	-15	-11	-11	-3	17	9	-11	-1
COc1ccc(NC(=O)C(=O)c2cn(CC(=O)N3CCOCC3)c3ccccc23)cc1OC	-15	19	3	-8	9	6	11	-15	-33	8	-16
Cc1ccc(-c2nc3ccccc3c(=O)n2O)cc1	6	2	-20	-18	19	4	3	-8	-2	-13	7
CCOC(=O)C1CCCN(S(=O)(=O)c2cc(OCC(=O)NC3CCCCC3)c(C)cc2Cl)C1 (stereo unspecified)	36	-17	9	2	-2	6	-5	-16	41	0	-2
CC1S/C(=N/N=C/c2ccco2)N(Cc2ccccc2)C1=O (stereo unspecified)	12	-138	20	-39	-26	x	-21	-20	2	x	-5
CC(/C=C/c1ccccc1)=N\NC(=O)CNC(=O)c1ccccc1Cl	16	3	21	-10	0	-6	14	-4	-6	-1	-10
CC1CCN(CC(=O)N2CCCc3c2c(=O)oc2ccc(OCc4ccccc4)cc32)CC1	-1	-8	-1	9	19	6	-6	3	2	4	-3
O/N=C(/CCc1ccccc1)C1(O)CCCCC1	-18	3	0	10	-27	-1	2	-10	-12	-4	4
O=C(CCl)N(Cc1cccc([N+](=O)[O-])c1)c1cccc(Cl)c1	-4	16	92*	32	20	-8	-2	-13	29	-9	3
COc1ccccc1CNc1ncnc2c1cnn2-c1ccccc1	-17	-35	29	-15	-49	-20	-18	-29	16	12	-7
Cc1sc2ncnc(N3CCN(S(=O)(=O)c4ccc(C(C)(C)C)cc4)CC3)c2c1C	24	-5	17	-21	0	29	-36	7	39	-4	-7
CCOC(=O)C1=C(N)c2ccccc2CC1C1CCCC1 (stereo unspecified)	-3	-1	-9	2	-7	1	-10	5	20	-3	-2
CC(=O)N1CC(C)Sc2ccc(S(=O)(=O)NCc3ccc(F)cc3)cc21 (stereo unspecified)	0	-8	-18	-5	-3	7	4	14	2	4	-6
Cc1nc2ccc(NC(=O)c3cc([N+](=O)[O-])cc([N+](=O)[O-])c3Cl)cc2s1	-79	-3	11	-54	10	-3	3	8	-37	-9	4
CCC(Sc1ccccn1)C(=O)Nc1nnc(C)s1 (stereo unspecified)	-21	-1	-16	-20	18	10	-9	5	16	4	-2
COC(=O)c1cccc(Nc2ncnc3sccc23)c1	-4	7	9	-7	-20	-7	-15	4	-24	-15	-5
Cc1cc(NC(=O)Cc2ccccc2)c2ccccc2n1	23	27	37	34	22	16	38	58*	21	3	-7
COC(=O)c1cc(C(=O)OC)n(Cc2ccc(Cl)cc2Cl)n1	18	0	-8	-10	-5	-3	-19	-12	2	-7	-1
CCCCNC(=O)C1C(c2ccc(C(F)(F)F)cc2)=Nc2ccccc2N1C(=O)c1cccc(C(F)(F)F)c1 (stereo unspecified)	x	x	4	-8	5	x	x	-7	x	x	-4
Cc1ccccc1OCC1Cn2c(nc3c2c(=O)[nH]c(=O)n3C)O1 (stereo unspecified)	11	-7	-6	-25	13	-2	-8	14	7	-1	-4
COc1ccc2oc(=O)c(-c3cn4ccc(C)cc4n3)cc2c1	-56	-44	-1	-36	-20	-27	-31	-25	-14	-9	2
c1ccc(Oc2nc3ccccc3n3cccc23)cc1	0	3	-6	-1	3	3	-3	-2	-18	9	-8
c1ccc(OCCCc2nc(-c3cccnc3)no2)cc1	-2	6	-17	-15	-28	-11	-31	17	0	-8	-15
O=C(O)CN1CCN(C(c2ccccc2)c2ccccc2)CC1	1	-13	-4	11	4	-8	-5	10	8	1	7
CC1CCCN(CC(=O)Nc2ccc(S(=O)(=O)N3CCCC3)cc2)C1 (stereo unspecified)	6	-9	-4	7	17	-4	20	9	22	-6	-4
CC(=O)n1nc(-c2ccncc2)nc1SCC(=O)Nc1cccc(Cl)c1	-5	-6	4	-11	-20	-9	-17	-7	16	7	-4
COc1ccc(NC(=O)c2cc3ccccc3cc2OC)cc1	-44	-127	0	-76	-86	-74	-89	-46	4	-1	3
CCCS(=O)(=O)NC(=O)C1(C)CCN(C(=O)c2ccc(F)c(Cl)c2)C1 (stereo unspecified)	-5	2	-23	-14	-1	x	-8	7	6	x	-7
Cn1c(=O)c2ncn(CC(=O)N/N=C/c3ccco3)c2n(C)c1=O	2	-1	-9	1	-15	5	-35	0	-1	3	-14
Cc1ccc(NC(=O)c2cc(S(=O)(=O)N3CCC4(CC3)OCCO4)ccc2F)cc1	-3	28	9	6	11	-4	-6	8	13	-13	-13
O=C(NC1CCS(=O)(=O)C1)/C(=C/c1ccc(Cl)cc1)NC(=O)c1ccccc1 (stereo unspecified)	-5	6	9	-4	20	1	6	3	4	3	-6

# (cont.)
SMILES	TROY NFkB inh	SRC3 inh	C8 TRAIL sens	NCOA2 inhibitor	NR5A2 inv ag	EBV LMP1 NFkB	SRC1 inh	NR2F2 inh	TWEAK-Fn14 inh	TLR9-MyD88 block	NOD2 RIPK2 PPI
Cc1ccc(OCCCCn2ccnc2C)c(C)c1	-2	4	0	-2	2	11	-3	21	-3	-3	-8
CC(=O)c1cccc(N/C=C\c2nnnn2-c2ccc(F)cc2)c1	-14	-12	1	-14	1	-17	-20	-2	-6	2	3
O=C(N/N=C/c1ccccc1Br)c1ccc(CSc2cccc3cccnc23)cc1	0	4	-5	0	-1	0	-7	-17	7	0	-8
Cc1ccc(Cn2c(C)c(C(=O)NCC(C)C)sc2=O)cc1	-4	12	-7	-38	-14	x	0	-11	-3	x	3
Cc1ccc(NC(=O)CCn2ccc([N+](=O)[O-])n2)nc1	-18	3	-9	2	7	2	2	7	12	-9	1
O=C(Nc1ccc([N+](=O)[O-])cc1)Nc1nc(-c2ccc(Cl)s2)cs1	54*	51	40	8	-6	55*	17	5	67*	-3	-10
COc1cccc(-n2c(SCC(=O)O)nnc2-c2cccnc2)c1	5	5	7	-6	-7	-20	-9	1	1	10	-4
Cc1cccc(C(=O)N2CCCC(CCC(=O)N3CCN(c4ccccn4)CC3)C2)c1 (stereo unspecified)	14	16	-1	9	14	-10	16	0	2	8	-11
CN(C)CCC(=O)N1c2ccccc2Sc2ccc(Cl)cc21	-13	4	-3	24	3	3	10	13	5	2	8
Cn1nc(C(F)(F)F)cc1-c1ccc(/C=C(\C#N)C(=O)c2ccccc2)s1	-31	1	3	-24	-23	-4	-21	6	-11	-3	-4
O=C(/C=C/c1ccc(Br)o1)OCc1nc2ccsc2c(=O)[nH]1	5	-1	2	x	-3	-2	-6	x	40	-1	6
COc1ccc(Cc2nnc(NCCO)[nH]c2=O)cc1	7	3	-18	-2	5	x	-6	-43	-10	-9	-8
CCC(NC(=S)NC1CCCCC1)c1ccc(C)cc1 (stereo unspecified)	7	8	4	x	21	7	7	x	12	-4	7
O=C(COC(=O)/C=C/c1ccccc1)Nc1nnc(-c2ccccc2)o1	-3	7	7	-14	9	-4	-19	4	11	4	6
C=CCN1CCN(C(CCC)c2nnnn2Cc2ccco2)CC1 (stereo unspecified)	-12	5	7	-8	2	-3	-26	6	-6	-6	-5
COc1ccccc1N1CCN(C(=O)c2ccc(N3CCCC3=O)cc2)CC1	x	9	-5	8	-3	2	1	10	12	2	4
CC(=O)N1CCc2cc(Br)cc(S(=O)(=O)N3CCN(c4ccccn4)CC3)c21	6	-6	-1	-6	6	-1	-11	9	0	9	-8
O=c1cc(O)nc(-c2ccccc2)s1	-1	12	-3	-1	-11	3	-3	-8	9	1	-10

# Screens deposited in PubChem by several laboratories.
